# Screening results from PubChem BioAssay.
# mIAP block – blocks mouse intestinal alkaline phosphatase | purified mouse IAP, CDP-Star luminescence, 30 min | inhibition, % at 10 µM | hit rate 0.2% among 330,000;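 active = inhibition of at least 40% at 10 µM in the primary screen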;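 note: plate controls were DMSO with enzyme for no effect and no enzyme wells for full effect; values of inactives mirror those of a sister screen read the other way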
# NR3A LBD binder – modulators (binders) of human NR3A ligand-binding domain. NR3A LBD differential scanning fluorimetry, Tm shift; 0% = protein alone, 100% = glycine-bound protein. Tm shift relative to glycine control, % at 25 µM. hit rate 2.5% among 340,000. AID 1259313;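 active = melting temperature shift of at least 10% of the positive control shift, at one fixed dose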
# MPTP block – blocks calcium-induced mitochondrial swelling. inhibition, % at 10 µM. hit rate 1.4% among 360,000. AID 602449. isolated mouse mitochondria, Ca2+ swelling absorbance, 30 min;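 active = inhibition of 50% or more, scaled per plate between neutral and stimulator controls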;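 note: 0% = DMSO wells given calcium and 100% = 1 mM EGTA wells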
# A3A deaminase – human APOBEC3A DNA deaminase inhibition. P31941. recombinant A3A, FAM/TAMRA ssDNA deamination fluorescence. inhibition, % at 20 µM. hit rate 0.41% among 330,000;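 active = at least 40% inhibition at 20 µM here, with at most 30% in a related deaminase screen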;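 note: plate controls were A3A with DMSO for no effect and wells lacking A3A enzyme for full effect; some results filed as inactive read as strong as hits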
# beta cell repl – MIN6 beta-cell proliferation induction | hit rate 0.29% among 330,000 | MIN6 cells proliferation, ATPlite luminescence, 48 h; cells starved in 0.2% serum; 100% = growth in 10% serum | proliferation, % at 10 µM | AID 2380;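 active = compounds whose signal lies at least 3.5 SD above the mean of all wells on their plate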;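 note: 0% = DMSO-treated cells in low-serum medium and 100% = 10% serum control; some compounds called inactive have numbers as strong as hits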
# hIAP inh – human IAP inhibition | inhibition, % at 10 µM | AID 2544 | purified IAP, CDP-Star luminescence, 30 min | hit rate 0.12% among 330,000;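 active = inhibition reaching a set limit with compound at 10 µM in the primary screen, cut at about 35% in these data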;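 note: plate controls were DMSO wells with enzyme for no effect and no-enzyme buffer wells for full effect; values of inactives mirror those of a sister screen read the other way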
# Target sequence (P09923 whole entry, looked up): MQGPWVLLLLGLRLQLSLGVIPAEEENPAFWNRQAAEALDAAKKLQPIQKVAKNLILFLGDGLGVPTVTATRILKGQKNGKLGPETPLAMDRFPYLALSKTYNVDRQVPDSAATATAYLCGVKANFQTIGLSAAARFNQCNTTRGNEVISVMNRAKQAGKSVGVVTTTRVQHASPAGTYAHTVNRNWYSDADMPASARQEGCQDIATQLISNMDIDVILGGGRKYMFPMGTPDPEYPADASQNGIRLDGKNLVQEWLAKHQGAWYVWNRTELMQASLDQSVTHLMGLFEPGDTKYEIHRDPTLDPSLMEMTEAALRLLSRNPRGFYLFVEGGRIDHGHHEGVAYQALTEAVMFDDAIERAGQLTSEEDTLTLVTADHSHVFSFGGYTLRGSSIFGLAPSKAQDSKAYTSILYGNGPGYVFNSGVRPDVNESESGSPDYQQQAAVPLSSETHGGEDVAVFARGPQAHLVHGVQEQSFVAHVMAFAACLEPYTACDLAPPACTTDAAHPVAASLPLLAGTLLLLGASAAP
# mIAP activ – mouse IAP activation | muIAP, CDP-Star luminescence, 30 min; hits give high values; 1 = vehicle-only enzyme signal, 0 = enzyme-free wells | activation factor at 10 µM | hit rate 0.24% among 330,000;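 active = activation factor of at least 2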; note: the source names both 10 and 20 µM as test concentration; values of inactives mirror those of a sister screen read the other way
#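 Assay system: mouse IAP enzyme; Reagent: CDP-Star chemiluminescent phosphatase substrate; Compound: DMSO-dissolved test compounds; Incubation: 30 min, room temperature; Technique: luminescence from enzymatic CDP-Star hydrolysis; Controls: DMSO-only wells and no-enzyme negative control.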
# hIAP act – human IAP activation | purified human IAP, CDP-Star luminescence, 30 min; hits give high values; 1 = vehicle-only enzyme, 0 = enzyme-free background | hit rate 0.16% among 330,000 | activation factor at 10 µM | AID 2524;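 active = activation factor of the enzyme at least 2-fold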; note: the source names both 10 and 20 µM as test concentration; values of inactives mirror those of a sister screen read the other way
# A3G deaminase – inhibitors of human APOBEC3G DNA deaminase. Q9HC16. recombinant A3G, ssDNA deamination FAM/TAMRA fluorescence. inhibition, % at 20 µM. hit rate 0.28% among 330,000;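 active = inhibition of at least 40% at 20 µM, with no more than 30% in the related APOBEC3A deaminase screen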;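 note: plate controls were DMSO wells with A3G for no effect and wells lacking A3G enzyme for full effect; some compounds called inactive have numbers as strong as hits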
# Target sequence (Q9HC16 whole entry, looked up): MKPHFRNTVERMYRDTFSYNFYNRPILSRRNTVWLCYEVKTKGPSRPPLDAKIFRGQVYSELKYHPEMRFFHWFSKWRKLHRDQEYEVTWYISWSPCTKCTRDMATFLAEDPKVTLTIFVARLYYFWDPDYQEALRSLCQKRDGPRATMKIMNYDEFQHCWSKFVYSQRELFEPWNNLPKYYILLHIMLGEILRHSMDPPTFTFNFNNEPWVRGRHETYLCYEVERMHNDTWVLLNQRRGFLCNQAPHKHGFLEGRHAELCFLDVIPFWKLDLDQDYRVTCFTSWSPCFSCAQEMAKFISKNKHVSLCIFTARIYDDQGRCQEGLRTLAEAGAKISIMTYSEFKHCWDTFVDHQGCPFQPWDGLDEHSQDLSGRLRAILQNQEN
# * marks the source's active call; other numbers are inactive results; & = joins results of further samples.
# Start of the data: the first 10 records, to show the layout:
Structure,mIAP block,NR3A LBD binder,MPTP block,A3A deaminase,beta cell repl,hIAP inh,mIAP activ,hIAP act,A3G deaminase
CCOc1cc(C(=O)OC(C)C(=O)Nc2ccc(NC(C)=O)cc2)ccc1OCC(=O)N1CCCCC1 (stereo unspecified),3.2,0.2,1.2,5.7,0.6,5.2,0.968,0.948,-4.8
CC(C)Cc1nc(N2CCN(C(=O)C(C)C)CC2)c(C#N)c2c1CCC2,-0.2,-0.9,0.1,1.2,0.8,0.1,1,0.999,1.5
COc1cccc(NC(=O)C(Sc2nc3ccccc3c(=O)n2CC(C)C)c2ccccc2)c1 (stereo unspecified),0.4,5.5,8.2,-1.2,-2.4,-7.7,0.996,1.08,-6.1
c1ccc2c(c1)CC(N1CCCCC1)c1ccccc1N2 (stereo unspecified),-10.2,4.8,-1.8,-4.1,0.8,-11.0,1.1,1.11,-1.0
CC(C)N(Cc1cnn(C)c1)Cc1nc(Cc2ccccc2Cl)no1,-2.2,2.0,0.7,0.1,-0.2,-18.6,1.02,1.19,0.1
O=C(Cn1ncc2c3ccccc3n(Cc3ccccc3)c2c1=O)N1CCN(c2ncccn2)CC1,-12.3,0.3,1.7,-1.6,-3.5,-16.0,1.12,1.16,-5.2
O=C(NCc1ccco1)C1CCCN(S(=O)(=O)c2cc(Cl)ccc2Cl)C1 (stereo unspecified),-6.7,-0.8,-1.4,9.6,-3.6,24.8,1.07,0.752,2.5
Cc1cc(C)n2nc(C(=O)OC(C)C(=O)c3ccccc3)nc2n1 (stereo unspecified),1.0,1.2,3.1,1.9,2.6,-5.0,0.99,1.05,-3.9
COc1ccc(S(=O)(=O)Cc2ccc(C(=O)N3CCN(C(=O)c4ccco4)CC3)o2)cc1,-10.5,0.1,-0.5,3.3,5.2,-17.4,1.1,1.17,5.4
COc1ccccc1C(c1nnnn1CS(=O)(=O)c1ccc(C)cc1)N1CCSCC1 (stereo unspecified),-7.0,4.1,0.4,-3.2,-1.8,-5.0,1.07,1.05,-4.6

# The listing, repeating the preview:
Structure,mIAP block,NR3A LBD binder,MPTP block,A3A deaminase,beta cell repl,hIAP inh,mIAP activ,hIAP act,A3G deaminase
CCOc1cc(C(=O)OC(C)C(=O)Nc2ccc(NC(C)=O)cc2)ccc1OCC(=O)N1CCCCC1 (stereo unspecified),3.2,0.2,1.2,5.7,0.6,5.2,0.968,0.948,-4.8
CC(C)Cc1nc(N2CCN(C(=O)C(C)C)CC2)c(C#N)c2c1CCC2,-0.2,-0.9,0.1,1.2,0.8,0.1,1,0.999,1.5
COc1cccc(NC(=O)C(Sc2nc3ccccc3c(=O)n2CC(C)C)c2ccccc2)c1 (stereo unspecified),0.4,5.5,8.2,-1.2,-2.4,-7.7,0.996,1.08,-6.1
c1ccc2c(c1)CC(N1CCCCC1)c1ccccc1N2 (stereo unspecified),-10.2,4.8,-1.8,-4.1,0.8,-11.0,1.1,1.11,-1.0
CC(C)N(Cc1cnn(C)c1)Cc1nc(Cc2ccccc2Cl)no1,-2.2,2.0,0.7,0.1,-0.2,-18.6,1.02,1.19,0.1
O=C(Cn1ncc2c3ccccc3n(Cc3ccccc3)c2c1=O)N1CCN(c2ncccn2)CC1,-12.3,0.3,1.7,-1.6,-3.5,-16.0,1.12,1.16,-5.2
O=C(NCc1ccco1)C1CCCN(S(=O)(=O)c2cc(Cl)ccc2Cl)C1 (stereo unspecified),-6.7,-0.8,-1.4,9.6,-3.6,24.8,1.07,0.752,2.5
Cc1cc(C)n2nc(C(=O)OC(C)C(=O)c3ccccc3)nc2n1 (stereo unspecified),1.0,1.2,3.1,1.9,2.6,-5.0,0.99,1.05,-3.9
COc1ccc(S(=O)(=O)Cc2ccc(C(=O)N3CCN(C(=O)c4ccco4)CC3)o2)cc1,-10.5,0.1,-0.5,3.3,5.2,-17.4,1.1,1.17,5.4
COc1ccccc1C(c1nnnn1CS(=O)(=O)c1ccc(C)cc1)N1CCSCC1 (stereo unspecified),-7.0,4.1,0.4,-3.2,-1.8,-5.0,1.07,1.05,-4.6
c1cn2c(NC3CCCCC3)c(-c3ccc(SC4CCCCC4)cc3)nc2cn1,-11.3,-9.0,1.0&2.7,-4.2,-8.1,4.1,1.11,0.959,-8.4
C/C(=N/NC(=O)c1ccccn1)c1c[nH]c2ccccc12,4.6,4.0,2.5,0.3,-3.6,-1.7,0.954,1.02,-2.5
CC(OCC(O)CN1CCCCC1CCO)c1ccc(Cl)cc1 (stereo unspecified),-3.4,1.3,0.7,-0.1,-1.2,5.2,1.03,0.948,-12.3
Cn1c(Cn2c(=O)sc3ccccc32)nnc1SCc1ccc(F)cc1,2.9,-1.4,-1.4,-4.1,0.1,7.7,0.971,0.923,-4.6
CCOc1ccccc1N(CC(=O)N1CCc2ccccc2C1)S(C)(=O)=O,3.6,3.8,0.2,-4.2,-0.7,18.9,0.964,0.811,-9.8
Cc1cc(F)ccc1S(=O)(=O)Nc1ccccc1C(=O)N1CCCC1,-2.2,0.1,-2.0,-1.4,0.5,24.3,1.02,0.757,-3.7
CC(OC(=O)c1cccn1C)C(=O)Nc1ccc2c(c1)OCO2 (stereo unspecified),-13.6,0.2,-0.1,-0.6,-2.2,-11.6,1.14,1.12,-0.1
Cc1cc(C)n(-c2nc(N(c3ccccc3)c3ccccc3)nc(-n3nc(C)cc3C)n2)n1,8.7,34.3*,80.5*,-1.5,-6.4,18.7,0.913,0.813,-6.8
Cc1ccc(-c2nc(CS(=O)CC(=O)NCCN(CC(C)C)CC(C)C)c(C)o2)cc1 (stereo unspecified),-7.2,1.1,3.4,-1.3,-3.4,-0.4,1.07,1,-2.2
N/C(Cc1cccs1)=N\OC(=O)COc1ccccc1Cl,3.3,-0.6,-1.2,1.1,-2.1,2.2,0.967,0.978,-6.7

# Further results:
Structure,mIAP block,NR3A LBD binder,MPTP block,A3A deaminase,beta cell repl,hIAP inh,mIAP activ,hIAP act,A3G deaminase
O=C(O)CCNS(=O)(=O)c1ccccc1Br,-13.4,-1.9,-5.8,0.5,-1.7,-7.8,1.13,1.08,-5.3
CCOC(=O)c1[nH]c2ccc(OC)cc2c1NC(=S)N1CCN(c2ccccc2OC)CC1,9.8,0.1,0.3,-2.5,-1.6,4.1,0.902,0.959,-2.0
COc1ccc(NC(=O)CSc2nnc(C3CCCCC3)o2)c(OC)c1,9.9,-2.2,-1.7,-1.6,-3.6,8.7,0.901,0.913,-4.3
Cc1nn(-c2ccccc2)c(=S)c2ccccc12,0.5,-0.4,0.0,0.6,-2.1,-4.5,0.995,1.04,-3.9
Cc1cccc(CC(=O)NCCN2CCOCC2)c1,-1.1,0.1,-0.4,-2.2,0.2,14.1,1.01,0.859,-3.9
CC(C)(O)P(C)(=O)c1ccccc1 (stereo unspecified),2.7,3.7,-2.3,-1.7,-0.3,-9.2,0.973,1.09,-3.6
COC(=O)CC1C(=O)NCCN1C(=O)c1cc(OC)c(OC)cc1OC (stereo unspecified),8.7,1.9,-0.4,-2.3,-2.5,0.7,0.913,0.993,-9.9
COCCNS(=O)(=O)c1ccc2c3c(cccc13)C(=O)N2C,-5.1,0.8,-1.4,1.8,-1.1,1.6,1.05,0.984,-3.7
CC1=CC2=NC(=O)/C(=C\c3cccn3CCOc3cc(C)cc(C)c3)C(=N)N2O1,12.7,-4.5,9.3,-0.1,-3.7,6.7,0.873,0.933,-1.6
Cc1cc2oc(=O)cc(CN3CCN(Cc4ccccc4)CC3)c2cc1C,3.0,-1.2,-0.1,-0.6,0.8,3.2,0.97,0.968,-5.1
Cn1cc(Cl)c(/C(N)=N/OC(=O)c2ccccc2C(F)(F)F)n1,7.5,0.2,0.4,-0.1,-3.1,4.1,0.925,0.959,-3.5
Cc1c(N=C2C(=O)Nc3ccccc32)c(=O)n(-c2ccccc2)n1C,12.1,-1.8,-0.8,-6.4,-3.6,1.7,0.879,0.983,-7.7
COc1ccc(CN(C)c2ncnc3sccc23)c(OC)c1OC,-0.9,-2.0,0.3,-5.9,0.0,8.5,1.01,0.915,-3.2
CCCN1C2=C(C(=O)CCC2)C(c2ccc(O)c(Br)c2)C2=C1CCCC2=O,-5.2,-3.3,0.7,68.9*,-6.0,-19.8,1.05,1.2,-2.1
CC(=O)c1ccc(N/N=C2/CCCNC2=O)cc1,0.4,-1.5,-2.4,8.9,-0.6,5.9,0.996,0.941,19.8
c1ccc(-c2noc(COc3ccc4c(c3)OCO4)n2)cc1,14.4,0.7,-6.9,-3.0,-1.1,-1.2,0.856,1.01,-2.6
N#Cc1cccc(NC(=O)c2cncn2-c2ccccc2)c1,2.5,-0.6,0.8,-3.7,-1.1,-2.5,0.975,1.02,-8.4
O=C(C1=C[C@H](C2CC2)C[C@H](OCCCCO)O1)N1CCN(Cc2ccc3c(c2)OCO3)CC1,-4.2,-3.2,-0.7,2.9,-5.1,11.3,1.04,0.887,4.3
CCCc1nc(SCC(=O)N2CCC(Cc3ccccc3)CC2)c2c(=O)n(C)c(=O)n(C)c2n1,6.9,1.4,52.5*,-0.8,-6.8,-0.1,0.931,1,-7.4
COc1cc(OC)cc(C(=O)Nc2nc3ccccc3[nH]2)c1,10.7,-1.3,-5.0,-1.0,-1.1,-35.3,0.893,1.35,-3.0

# Next part.
Structure,mIAP block,NR3A LBD binder,MPTP block,A3A deaminase,beta cell repl,hIAP inh,mIAP activ,hIAP act,A3G deaminase
O=C(NCc1ccccc1Br)c1cccc2c1C(=O)c1ccc(-c3ccc(OC(F)(F)F)cc3)cc1S2(=O)=O,-0.2,0.1,-2.9,-2.1,-4.8,9.8,1,0.902,-12.1
CC1=CC(C)(C)N=C(NC#N)N1,6.7,1.2,1.1,0.2,-0.3,11.4,0.933,0.886,0.5
CC1(C(=O)N2CCN(Cc3ccccc3Cl)CC2)CC1(Cl)Cl (stereo unspecified),3.3,-1.4,0.1,-4.7,-4.0,5.4,0.967,0.946,-2.6
O=C(CC1SC(N2CCCCC2)=NC1=O)Nc1ccc(C(=O)O)cc1 (stereo unspecified),-6.2,0.1,0.8,1.8,0.9,-14.3,1.06,1.14,-5.8
COc1ccc(CC(=O)OCc2cc3ccccc3[nH]c2=O)cc1,6.5,0.1,21.8,-5.1,-0.9,-4.1,0.935,1.04,-12.1
Clc1ccccc1Nc1nnc(-c2ccncc2)s1,-1.9,-3.9,2.5,2.5,0.0,13.0,1.02,0.87,-0.3
O=C(Cc1ccccc1Cl)Nc1nc2ccccc2[nH]1,19.2,-1.3,-0.2,2.2,0.3,-25.4,0.808,1.25,-6.0
Cc1ccc(CN2C(=O)c3ccccc3Sc3ccc(C(=O)NCCCN4CCOCC4)cc32)cc1,-6.7,-4.7,-0.9,-7.2,-4.6,5.5,1.07,0.945,-4.8
O=C(N/N=C/c1ccc[nH]1)c1ccccc1OCc1ccc(F)cc1,31.7,9.8,2.8,0.2,-2.9,-5.7,0.683,1.06,-2.3
O=C(CSc1nnc(NC(=O)c2ccccc2F)s1)Nc1ccccc1F,-7.6,-10.7,-0.8,-5.4,-7.3,6.2,1.08,0.938,-4.0
COC(=O)CCC(=O)N1CCCC(CO)(Cc2ccccc2C)C1 (stereo unspecified),-0.2,1.8,3.0,-0.5,0.2,22.6,1,0.774,-1.6
CN(C)CCCNC(=O)c1cc(C(=O)c2cccc(Cl)c2Cl)c[nH]1,3.9,3.9,-0.2,-5.0,2.6,0.8,0.961,0.992,-9.0
